AmpC detergent = blocks E. coli AmpC beta-lactamase in detergent assay; P00811; AmpC hydrolysis of nitrocefin, absorbance 480 nm, 0.01% Triton; Potency, µM (doses to about 114 µM), inactives show top-dose activity change, negative = inhibition, usual class: inhibitors; actives 0.041% (n = 370,000); AID 485294;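 also: potency is read from the fitted curve at half-maximal effect; 0% = no-compound wells and -100% = no-enzyme wells; nearly all actives have a fitted effect of over 25% in size; some results filed as inactive show a strong effect at the top dose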
Target sequence (P00811 whole entry, looked up): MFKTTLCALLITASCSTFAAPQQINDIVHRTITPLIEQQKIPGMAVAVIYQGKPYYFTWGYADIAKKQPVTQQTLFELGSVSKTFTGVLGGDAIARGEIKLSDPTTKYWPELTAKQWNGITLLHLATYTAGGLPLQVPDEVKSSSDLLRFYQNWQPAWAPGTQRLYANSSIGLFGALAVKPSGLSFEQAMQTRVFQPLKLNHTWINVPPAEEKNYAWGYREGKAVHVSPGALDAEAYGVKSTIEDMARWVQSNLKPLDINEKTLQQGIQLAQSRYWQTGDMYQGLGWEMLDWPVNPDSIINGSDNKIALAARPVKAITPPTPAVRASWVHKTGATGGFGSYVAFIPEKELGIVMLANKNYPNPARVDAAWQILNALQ
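20 mM phosphate pH 7.0 + 0.01% (detergent screen) or 0.0001% Triton X-100; 5.3 nM AmpC reagent; cpd preinc 15 min RT; nitrocefin (800 uM stock) to start; A480 q20 s × 4 min; Activity was normalised to no-enzyme and no-compound control wells.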
HCV inh = blocks hepatitis C virus; Huh7.5.1 HCVcc-Cre infection, luciferase reporter, 44 h; Potency, µM (highest dose often 41.8 µM), for the others: at the top dose activity change, negative = inhibition, actives largely listed as inhibitors; actives 3.4% (n = 340,000); AID 651820; also: potency is read from the fitted curve at half-maximal effect
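Compounds are dispensed onto cells plated 4 h earlier at 1,000 per well, with HCVcc-Cre virus (about 0.5 moi) added next. Following 44 h of culture, luminescent signal is measured for 15 sec after 15 min with substrate at room temperature.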
TbPYK inhibitor = blocks Trypanosoma brucei pyruvate kinase | Q57TT1 | Potency, µM (series often up to 76.8 µM), inactives show top-dose activity, negative = inhibition, most hits filed as inhibitors | actives 0.12% (n = 410,000) | TbPYK enzyme, Kinase-Glo Plus ATP luminescence, 45 min; also: potency is read from the fitted curve at half-maximal effect; nearly all actives have a fitted effect of over 50% in size
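Luminescent Kinase-Glo Plus end-point after 45 min room-temperature reaction of T. brucei pyruvate kinase started with 130 uM ADP (final). Buffer TEA 50 mM pH 7.2 with KCl, MgCl2, BSA, Tween-20; titration-based qHTS with fitted concentration-effect curves.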
AMA1-RON2 inh = disrupts binding of P. falciparum AMA1 to RON2; AlphaScreen AMA1-biotinylated RON2 peptide binding; AID 720542; actives 0.2% (n = 360,000); Potency, µM (series often up to 58.2 µM), without a hit: at the top dose activity change, negative = inhibition, hits mostly inhibitors;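 also: potency is read from the fitted curve at half-maximal effect; 0% = vehicle wells and -100% = peptide control; nearly all actives have a fitted effect of over 45% in size; some results filed as inactive show a strong effect at the top dose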
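AMA1 (3D7) with his tag at 25 nM final met compounds first, then biotinylated RON2 peptide at 25 nM; detection used donor plus acceptor beads, 10 µg/mL apiece, read by AlphaScreen after 30 min at room temperature.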
LmPK inhibitor = LmPK (Leishmania mexicana) enzyme inhibition. purified LmPK, Kinase-Glo ATP luminescence, 1 h. actives 0.37% (n = 290,000). Q27686. Potency, µM (titrated, usually from 57.5 µM), inactives show at the highest dose activity change, negative = inhibition, usual class: inhibitors; also: potency is read from the fitted curve at half-maximal effect
Target sequence (Q27686 whole entry, looked up): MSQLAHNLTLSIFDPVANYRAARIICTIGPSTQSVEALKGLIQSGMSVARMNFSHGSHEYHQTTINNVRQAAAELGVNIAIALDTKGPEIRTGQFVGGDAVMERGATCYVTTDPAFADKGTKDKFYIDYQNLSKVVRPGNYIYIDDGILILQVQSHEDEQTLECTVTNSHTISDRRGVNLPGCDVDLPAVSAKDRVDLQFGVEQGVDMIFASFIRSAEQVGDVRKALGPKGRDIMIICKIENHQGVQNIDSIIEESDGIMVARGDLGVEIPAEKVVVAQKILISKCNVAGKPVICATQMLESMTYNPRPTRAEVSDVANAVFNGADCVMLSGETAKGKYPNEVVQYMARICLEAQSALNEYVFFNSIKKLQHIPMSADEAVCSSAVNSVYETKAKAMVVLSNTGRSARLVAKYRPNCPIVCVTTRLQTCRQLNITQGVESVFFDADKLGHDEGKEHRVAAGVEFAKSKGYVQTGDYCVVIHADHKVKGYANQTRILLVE
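Screened at intermediate enzyme activity to detect both inhibitors and activators: LmPK at 0.1 nM, with a 0.5 nM enzyme column as activation reference. PEP 0.5 mM, ADP 0.1 mM; ATP detected by luminescence after 1 h.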
HCMV antiviral = blocks human cytomegalovirus replication | HFF cells, HCMV-luciferase reporter, 72 h; stronger effect = lower value | activity change, negative = inhibition, % at 57.5 µM | actives 4.5% (n = 410,000) | AID 1259415; in the data active = activity change below about -60%; inconclusive = no clear call, values can overlap the other calls; inactive = above about -39%
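Inhibition of viral replication was scored as loss of reporter luminescence in HFFs infected with HCMV-luciferase (MOI 1 PFU/cell) for 72 h; compounds tested at 2 doses, normalized to buffer and Salinomycin controls.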
AmpC no deterg = blocks E. coli AmpC beta-lactamase in detergent-free assay | AID 485341 | Potency, µM (titrated, usually from 57.1 µM), without a hit: at the highest dose activity change, negative = inhibition, usual class: inhibitors | AmpC nitrocefin hydrolysis, absorbance 480 nm, 0.0001% Triton | P00811 | actives 0.52% (n = 330,000);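 also: potency is read from the fitted curve at half-maximal effect; plate controls were no compound for no effect and no enzyme for full effect; nearly all actives have a fitted effect of over 20% in size; some results filed as inactive show a strong effect at the top dose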
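20 mM phosphate pH 7.0 + 0.01% (detergent screen) or 0.0001% Triton X-100; 5.3 nM AmpC reagent; cpd preinc 15 min RT; nitrocefin (800 uM stock) to start; A480 q20 s × 4 min; Activity was normalised to no-enzyme and no-compound control wells.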
Numbers without * were called inactive; ? = inconclusive; . = no result given; & = joins results of further samples; [ ] = remark or other dose. Unless noted, calls follow the shape of the dose curve; as a rule, active = well fitted curve in the direction sought with a large enough effect; inconclusive = small, poorly fitted or top-dose-only effect, or another doubt; inactive = no such curve, though single readings can be large; an effect the other way counts as inactive or inconclusive. Unless noted, % is scaled to controls: 0 for no effect and ±100 for the full control effect.

SMILES	AmpC detergent	HCV inh	TbPYK inhibitor	AMA1-RON2 inh	LmPK inhibitor	HCMV antiviral	AmpC no deterg
Cc1cccc(N(CC(O)Cn2c3ccccc3c3ccccc32)S(=O)(=O)c2ccc(F)cc2)c1 (configuration not stated)	16%	.	2%	.	.	-107*	.
CCn1c(=O)c(=O)n(CC)c2cc(S(=O)(=O)Nc3cccc(OC)c3)ccc21	-14%	17%	-1%	0%	-7%	13	-17%
CCC(=O)Nc1ccc(C(=O)CSc2nc3ccc(C)cc3[nH]2)cc1	?	0%	-3%	-4%	-4%	-21	-43%
COc1cccc(N2CCN(S(=O)(=O)c3c(C)[nH]c(C)c3C(=O)N3CCCC3)CC2)c1	-6%	9%	0%	-6%	-3%	-30	70%[activator]
O=C(Nc1nncs1)c1ccc2c(c1)OCO2	2%	0%	-3%	-2%	1%	80	-2%
CCCCn1c(N)c(N(CCC(C)C)C(=O)CC2OC(=O)c3ccccc32)c(=O)[nH]c1=O (configuration not stated)	5%	18%	1%	2%	.	8	-18%
Cc1ccc2sc(N(CCCN(C)C)C(=O)c3ccc(S(=O)(=O)N4CCCCCC4)cc3)nc2c1C	?	14µM*	5%	-29%	.	-25	169%[activator]
CC1=C(C(=O)OCc2ccccc2)C(c2cccnc2)c2c(n(C)c(=O)n(C)c2=O)N1 (configuration not stated)	3%	-6%&9%	-6%&4%	5%&11%	0%	48&3	98%[activator]
CC12CC3(C)CC(C)(C1)CC(C(=O)NCc1ccccn1)(C2)C3	-5%	14%	0%	-6%	-3%	-14	-3%[2.29 µM]
O=C(Nc1ccc2ccccc2n1)C1CCCCC1	4%	7%	-7%	8%	-20%	67	-37%
O=C(CCc1nc(-c2cccs2)no1)Nc1cccc([N+](=O)[O-])c1	20%	.	-2%	.	.	-8	.
COC(=O)COc1cc(Cl)c(C=O)cc1OC	5%	-5%	-8%	5%	1%	0	-12%

Filtered by structure, those above with an NH in an aromatic ring (3)
SMILES	AmpC detergent	HCV inh	TbPYK inhibitor	AMA1-RON2 inh	LmPK inhibitor	HCMV antiviral	AmpC no deterg
CCC(=O)Nc1ccc(C(=O)CSc2nc3ccc(C)cc3[nH]2)cc1	?	0%	-3%	-4%	-4%	-21	-43%
COc1cccc(N2CCN(S(=O)(=O)c3c(C)[nH]c(C)c3C(=O)N3CCCC3)CC2)c1	-6%	9%	0%	-6%	-3%	-30	70%[activator]
CCCCn1c(N)c(N(CCC(C)C)C(=O)CC2OC(=O)c3ccccc32)c(=O)[nH]c1=O (configuration not stated)	5%	18%	1%	2%	.	8	-18%

Later entries
SMILES	AmpC detergent	HCV inh	TbPYK inhibitor	AMA1-RON2 inh	LmPK inhibitor	HCMV antiviral	AmpC no deterg
Cc1ccc2nc(N3CCN(C(=O)C4CC4)CC3)sc2c1	3%	.	-3%	.	.	33	.
N#CCCN(C(=O)CN1CCN(S(=O)(=O)c2ccc(Cl)s2)CC1)c1ccc(F)cc1	.	-5%	-8%	0%	.	24	137%[activator]
CCOC(=O)c1cnc(SC)nc1Oc1cccc(NC(=O)c2ccc(Cl)cc2)c1	?	30%	2%	3%	1%	-8	-10%
COc1cccc(CNC(=O)C2CCN(S(=O)(=O)c3ccc4c(c3)NC(=O)CO4)CC2)c1	-7%	11%	1%	0%	-3%	0	-18%
Cc1cc(C)c(S(=O)(=O)Nc2cccc3nsnc23)c(C)c1	0%	11%	?	33%[activator]	-10%	-35	-22%
c1cc2ccc3ccc(-n4cnnn4)c4ccc(c1)c2c34	-6%	?	0%	-8%	12%	-16	-45%
O=C1Cn2c(nc3ccccc32)N1c1ccccc1F	?	8%	1%	2%	0%	52	-13%
Cc1nn(C(=O)COc2ccccc2)c(C)c1Sc1ccccc1	9%	.	0%	.	.	-32	.
Cn1c(=O)c2c(-c3ccccc3)n(CCCN3CCOCC3)cc2n(C)c1=O	?	8%	-9%	-10%	-11%	-32	-6%
N/C(=N\OC(=O)CCCOc1ccc(Cl)cc1Cl)c1ccncc1	-3%	24%	4%	6%	5%	-13	33%
CCOC(=O)c1cccc(Nc2ncnc3ccc(C)cc23)c1	5%	25µM*	-2%	3%	2%	-24	-21%
COc1ccc(OC2(C)CCN(Cc3ccc(-c4ccccc4)o3)C2)cc1 (configuration not stated)	.	.	-2%	?	.	24	.
Cc1ccc(Nc2c(-c3ccc(N(C)C)cc3)nc3ncccn23)cc1	1%	16%	7%	-25%	3%	-18	-14%
CCN(CC)S(=O)(=O)c1ccc(N2CCOCC2)c(NC(=O)c2cc(-c3ccccn3)nc3ccccc23)c1	-1%	?	5%	6%	0%	6	-9%
COc1ccccc1OCCn1cc(C(=O)c2ccco2)c2ccccc21	4%	?	3%	22%	6%	61	6%
CCOC(=O)C1C(c2ccccc2O)NC(=O)NC1(O)C(F)(F)F (configuration not stated)	-4%	13%	0%	-11%	6%	-7	-11%
CSc1nnc(NC(=O)c2nc(S(=O)(=O)Cc3ccccc3)ncc2Cl)s1	0%	13µM*	-8%	69%[activator]	0%	-102*	-18%
CC(C#Cc1c([C@@H](C)Oc2ccccc2)nnn1Cc1ccccc1)Oc1ccccc1 (some centres not stated)	-8%	-4%	0%	13%	3%	-8	-22%
COc1ccc(CCN=C(NS(=O)(=O)c2ccccc2)c2ccccc2)cc1OC	?	0%	1%	9%	1%	0	-5%
CSc1ccc(/C=C2\NC(=O)NC2=O)cc1	.	23%	-6%	10%	.	86	.
NC(=S)N=Nc1c(O)n(Cc2ccc(Br)cc2)c2ccccc12	0%	1µM*	-5%	5%[2.32 µM]	6%	-27	-6%
CSC1=NCCN1C(=O)c1cccc(Br)c1	-3%	4%	-5%	7%	6%	9	-11%
CCc1nc2nc(C)c(NS(=O)(=O)c3ccc(Br)s3)c(=O)n2[nH]1	-10%	22%	2%	-18%	5%	-15	-23%
CCOC(=O)c1cccc(C2=C(CNC(=O)c3ccc([N+](=O)[O-])cc3)[C@H]3CC[C@@H](C2)N3Cc2ccccc2)c1	.	.	0%	-16%	.	-21	.
Cc1ccc(C(=O)CS(C)(=O)=O)cc1	-1%	5%	3%	0%	4%	5	-19%
COc1ccc(-c2[nH]ncc2CN2CCSCC2)c(OC)c1	2%	-5%	-1%	4%	8%	-19	-16%
Cn1ncc([N+](=O)[O-])c1C(=O)Nc1nccs1	-14%	8%	-3%	9%	-3%	-64*	-8%
Cc1csc(NC(=O)C(C)N2C(=O)c3ccccc3S2(=O)=O)n1 (configuration not stated)	1%	28%	-11%	15%	0%	9	-20%
CC(C)NC(=O)CN(Cc1ccc(F)cc1)C(=O)CCC(=O)Nc1nccs1	?	5%	0%	-9%	0%	10	-1%
COc1ccc([C@@H]2[C@@H]3C(=O)N(C(C)(C)C)C(=O)[C@@H]3[C@]3(Cc4ccccc4)C(=O)N(c4cccc(Cl)c4)C(=O)N23)cc1	?	23%	1%	0%	.	-6	58%
COc1ccc(-c2nc(SC)n(C)c(=O)c2C#N)cc1OC	-3%	14%	-26%	2%	-12%	-61*	-18%
Cn1c(=O)oc2cc(S(=O)(=O)N3CCN(Cc4ccc5c(c4)OCO5)CC3)ccc21	0%	-16%	.	?	0%	-34	7%
CCOC(=O)C1=C(COC(=O)/C=C/c2cccc(OC)c2)NC(=O)NC1C (configuration not stated)	-7%	.	-12%	9%	-3%	33	43%
CC1Oc2ccccc2C=C1/C=N\NC(=O)c1cccnc1 (configuration not stated)	3%	-6%	4%	4%	-16%	19	-11%
Cc1cccnc1NC(=O)CN1C(=O)COc2ccc(Cl)cc21	?	8%	3%	15%	0%	24	-2%
Cc1ccc(S(=O)(=O)Nc2c(C)nn(C)c2C)cc1C	-4%	0.56µM*	-4%	9%	.	-37	1%
Cc1nn(Cc2ccccc2Cl)c(Cl)c1/C=C/C(=O)OCC(=O)NC1CCS(=O)(=O)C1 (configuration not stated)	-1%	2%	5%	-19%	7%	-22	161%[activator]
O=C1N/C(=N\S(=O)(=O)Cc2ccccc2)S/C1=C/c1cccc([N+](=O)[O-])c1	-1%	22%	1%	-1%	0%	-31	-38%
COc1cccc(OC)c1OCCCCc1c(C)n[nH]c1C	?	-12%	4%	6%	-6%	-29	-12%
Cc1cccc(C(=O)Nc2ccccc2-c2nc(-c3ccccc3)no2)c1	16%	.	2%	.	.	40	.
Fc1ccc(-n2nnc(-c3ccccc3Br)n2)cc1	-2%	8%	-4%	1%	-9%	16	-8%
COc1cc(CCC(=O)OCC(=O)Nc2cccc(S(N)(=O)=O)c2)cc(OC)c1OC	-6%	2%	1%	10%	-4%	-9	-38%
Cc1ccc2nc(-c3sc4nc(C)ccc4c3N)[nH]c2c1	-1%	?	3%	86%[activator]	-2%	145	49%
COC(=O)C1=C(C)OC(N)=C(C#N)C1c1ccccc1F (configuration not stated)	?	12%	3%	0%	-1%	66	-25%
CC(=O)c1sc(N/N=C\c2ccc(N(C)C)cc2)nc1C	?	-19%	-1%	32%[activator]	-2%	105	-21%
COc1ccc(N2C(=O)CCC(C(=O)NCCCN3CCC(C)CC3)C2c2ccc(OC)c(OC)c2)cc1 (configuration not stated)	6%	0%	5%	18%	6%	6	10%
COc1ccc(Cn2c(=O)c3oc4ccccc4c3n(Cc3cccc(C(F)(F)F)c3)c2=O)cc1	-6%	.	-4%	.	.	-4	.
O=C(CN1CCC(n2nnc3cc(F)ccc32)CC1)NNC(=O)c1ccccc1	-4%	-3%	-1%	19%	-3%	57	-8%
O=C(O/N=C1\CCS(=O)(=O)c2sccc21)c1ccccc1	5%	8%	0%	-1%	-2%	32	-9%
NC(=NCc1ccco1)NC(=O)c1ccccc1	-4%	3%	5%	8%	-1%	25	-14%
CN(C)c1ccc(/C=N/n2c(C3CCCCC3)n[nH]c2=S)cc1	2%	10%	?	83%[activator]	-18%	-11	-33%
COc1ccc(/C=C/C(=O)OCC(=O)Nc2ccc(OC)c(S(=O)(=O)N3CCCCC3)c2)cc1	-2%	0%	-1%	-5%	-5%	-28	-17%

Compound profiles, as listed above. Screens in order: AmpC detergent, HCV inh, TbPYK inhibitor, AMA1-RON2 inh, LmPK inhibitor, HCMV antiviral, AmpC no deterg
CN(C)c1ccc(/C=N/n2c(C3CCCCC3)n[nH]c2=S)cc1 across the screens: 2%, 10%, ?, 83%[activator], -18%, -11, -33%
COc1ccc(/C=C/C(=O)OCC(=O)Nc2ccc(OC)c(S(=O)(=O)N3CCCCC3)c2)cc1 across the screens: -2%, 0%, -1%, -5%, -5%, -28, -17%

Screening results: PubChem BioAssay, National Center for Advancing Translational Sciences (NCATS)
